RAD52 inh: inhibitors of human RAD52 DNA annealing. recombinant RAD52 DNA annealing, FRET fluorescence. inhibition, % at 18.7 µM. actives 0.46% (n = 360,000);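 active = every replicate showing at least 50% inhibition; inconclusive = mean inhibition at least 50% but not in every replicate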
Target sequence (P43351 whole entry, looked up): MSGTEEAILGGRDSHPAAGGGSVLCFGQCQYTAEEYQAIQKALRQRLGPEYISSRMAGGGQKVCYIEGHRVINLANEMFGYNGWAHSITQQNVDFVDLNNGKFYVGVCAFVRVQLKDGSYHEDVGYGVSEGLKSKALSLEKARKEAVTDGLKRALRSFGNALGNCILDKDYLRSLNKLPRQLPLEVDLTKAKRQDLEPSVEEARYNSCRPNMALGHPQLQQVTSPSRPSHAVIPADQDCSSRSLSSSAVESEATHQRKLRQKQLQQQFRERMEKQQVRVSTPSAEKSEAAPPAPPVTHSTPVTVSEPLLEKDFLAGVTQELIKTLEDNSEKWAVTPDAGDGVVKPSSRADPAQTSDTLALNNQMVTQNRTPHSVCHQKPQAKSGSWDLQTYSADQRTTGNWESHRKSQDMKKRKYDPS
CASP6 VEID inh: caspase-6 (human) enzyme inhibition. purified caspase-6, Z-VEID-R110 cleavage fluorescence. inhibition, % at 12.5 µM. actives 0.53% (n = 350,000). AID 686996;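 active = mean inhibition across replicates at least about 35%, with every replicate also reaching that limit, limit read from the data; inconclusive = only one of the two criteria met; inactive = neither criterion met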;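 note: 0% = median of neutral control wells and 100% = no fluorescence left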
DENV2 CPE rescue: DENV2-induced cell death inhibition; DENV2-infected cells, cytopathic effect rescue, plate reader; CPE inhibition, % at 9.99 µM; actives 1.7% (n = 350,000); AID 651640; in the data active = CPE inhibition above about 20%, passing the limit was not always enough; inconclusive = no clear call, values can overlap the other calls; tested in BHK-21 cells;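 note: 0% = median of neutral control wells and 100% = median of positive control wells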
E-sel inducer: induces E-selectin expression in human endothelial cells; activation, % at 7.58 µM; HUVEC E-selectin immunofluorescence imaging; normalized: neutral wells 0, TNF-alpha wells 100; P16581; actives 0.37% (n = 260,000);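 active = mean E-selectin-positive cell signal at least 10% of the positive control, reached in at least 60% of replicates, without over 20% cell loss; inconclusive = no rule given, readout overlaps actives, possibly toxicity-flagged; inactive = the rest, including those meeting only one limit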;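 note: in these data hits start at about 27%; measured in HUVEC primary endothelial cells; signal is the percent of cells scored E-selectin positive by PE staining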
Target sequence (P16581 whole entry, looked up): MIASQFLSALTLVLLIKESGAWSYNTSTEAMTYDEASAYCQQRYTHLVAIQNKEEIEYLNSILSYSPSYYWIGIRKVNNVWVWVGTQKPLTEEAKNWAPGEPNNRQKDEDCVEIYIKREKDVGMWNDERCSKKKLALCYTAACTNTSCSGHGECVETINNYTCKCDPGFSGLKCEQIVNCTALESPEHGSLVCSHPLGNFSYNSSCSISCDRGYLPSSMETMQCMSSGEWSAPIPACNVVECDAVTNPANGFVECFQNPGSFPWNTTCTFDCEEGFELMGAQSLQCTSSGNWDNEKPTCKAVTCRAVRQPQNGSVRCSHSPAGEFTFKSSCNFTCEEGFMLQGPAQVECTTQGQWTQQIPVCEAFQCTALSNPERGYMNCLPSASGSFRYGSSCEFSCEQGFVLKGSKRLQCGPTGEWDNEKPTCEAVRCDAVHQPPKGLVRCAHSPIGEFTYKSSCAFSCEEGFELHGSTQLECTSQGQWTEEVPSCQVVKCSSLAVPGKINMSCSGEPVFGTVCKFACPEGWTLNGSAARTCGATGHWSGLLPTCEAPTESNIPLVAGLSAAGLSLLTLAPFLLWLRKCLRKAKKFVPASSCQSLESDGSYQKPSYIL
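Test system: HUVEC | Signal: Immunofluorescence imaging | Read-out: Percent E-selectin-positive cells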
RAD54 branch: blocks human RAD54 Holliday junction branch migration | Q92698 | FAM/BHQ fluorescence | inhibition, % at 10.4 µM | actives 0.14% (n = 360,000) | AID 602329;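 active = mean normalized replicate activity at least 40 and at least half of replicates scoring 40 or more; inconclusive = only one of the two criteria met; inactive = mean below 40 and under half of replicates reaching 40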;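 note: 0% = median of neutral control wells and 100% = median of positive control wells; inhibitors cause a drop in the FAM fluorescence signal; in these data hits start at about 50%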
Xi reactivation: reactivates the inactive X chromosome in mouse fibroblasts; XiGFP mouse fibroblasts, % GFP-positive cells imaging, 3 d; cells co-treated with 5-aza-dC sensitizer; scaled so ellipticine positive control = 100%; activation, % at 7.58 µM; actives 0.055% (n = 360,000);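 active = mean normalized replicate activation at least 10% and every replicate at or above 10%; inconclusive = only one of the two criteria met; inactive = mean below 10% and not all replicates reach 10%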;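 note: 0% = median of on-plate neutral control wells and 100% = ellipticine 6 µM median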
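Schedule: 3 d treatment, 15 min room-temperature fixation; system: 68-5-11 XiGFP fibroblast line; buffer or medium: DMEM plus 5-aza-dC sensitizer; control set: ellipticine 6 µM positive control; compound: one concentration, pinned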
INS-1E GSIS act: primary screen for activators of insulin secretion dependent on glucose, INS-1E cells, GLuc reporter luminescence; INS-1E GLuc reporter insulin secretion, 2-3 h; activation, % at 16.6 µM; actives 0.61% (n = 370,000); AID 743287;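 active = lowest replicate activation of at least 40%, so every replicate reaches that level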;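 note: 0% = median of neutral control wells and 100% = median of IBMX positive control wells; some compounds called inactive have numbers as strong as hits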
CFTR F508del cor: correctors of CFTR F508del function in bronchial epithelial cells; activity (quench increase), % at 7.58 µM; CFBE cells, YFP halide quenching; stimulated with forskolin plus potentiator P3; % fluorescence drop versus neutral controls; actives 0.36% (n = 350,000); AID 720511;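 active = mean added fluorescence quench of at least 8% versus neutral control, with both replicates also reaching 8%; inconclusive = only one of the mean or replicate conditions met; inactive = mean below 8% and not both replicates reaching 8%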;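 note: cells transiently co-express mutant CFTR-F508del with the halide-sensitive YFP; corrector assay measuring rescue of mutant channel to the surface after 24 h compound exposure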
Starred values were filed as active, the others as inactive; ? = inconclusive; . = no result given; & = joins results of further samples.

SMILES	RAD52 inh	CASP6 VEID inh	DENV2 CPE rescue	E-sel inducer	RAD54 branch	Xi reactivation	INS-1E GSIS act	CFTR F508del cor
CCOc1ccc(C(=O)Nc2ccccc2C(=O)O)cc1	5	7	-7	.	5	0.0	5	2.2
C[C@@H]1CN([C@H](C)CO)C(=O)c2cc(C#CC3CC3)cnc2O[C@H]1CN(C)C	6	-4	3	-0.1	-2	0.0	0	-0.5
COc1ccc(N2C(=O)C3CCCN3C2c2ccc(C)o2)cc1 (centres undefined)	-36	3	-4	0.1	0	0.1	7	-2.5
C[C@H](CO)N1C[C@H](C)[C@@H](CN(C)S(=O)(=O)c2ccc(F)cc2)Oc2c(NC(=O)NC3CCCCC3)cccc2C1=O	-7&-2	1&0	?	?	-11&2	-1.3&0.5	-5	-3.4&-2.1
C[C@@H]1CN([C@H](C)CO)C(=O)c2cccc(NS(=O)(=O)c3ccc(Cl)cc3)c2O[C@@H]1CN(C)Cc1ccc(Oc2ccccc2)cc1	-25	0	?	-0.1	-3	0.0	-23	0.8
COC(=O)c1ccc(CSc2ccc3nnc(-c4ccccn4)n3n2)o1	-45	10	14	-0.2	-3	-0.1	1	-0.9
CC(C)NC(=O)N[C@H]1CC[C@@H](CC(=O)N2CCCCC2)O[C@H]1CO	-13	0	8	1.0	1	0.0	4	-1.1
O=C(Cn1cncn1)N1CCN(c2ccc(F)cc2)CC1	3	1	2	0.1	-2	0.0	7	2.2
O=C(C[C@H]1CC[C@H]2[C@@H](COC[C@@H](O)CN2C(=O)c2ccccc2)O1)N1CCc2ccccc2C1	2	1	-2	-0.1	-7	0.0	19	2.9
Cc1ccc(N(CCC#N)C(=O)COC(=O)c2ccccc2SCC(=O)N2CCCC2)cc1	3	-134	1	-1.3	1	0.1	22	2.3
CC[C@]12c3[nH]c4ccc(OC)cc4c3CCN1C(=O)C(CC(=O)NCCCN(C)C)C[C@@H]2C(=O)N1CCN(C(=O)c2ccco2)CC1 (some centres undefined)	15	-67	?	1.2	5	0.1	-7	-1.6
COc1ccc(NS(=O)(=O)c2ccc(C)c(C(=O)N3CC(C)OC(C)C3)c2)cc1 (centres undefined)	9	7	-3	0.2	-2	0.3	-5	1.3
COC(=O)C(Cc1ccccc1)NC(=O)CCNC(=O)c1ccc(Br)cc1 (centres undefined)	-8	0	18	.	-1	0.4	-4	-0.8
Cc1ccc(Nc2nc(-c3cccnc3)cs2)cc1Cl	0	-1	5	.	-20	0.0	8	0.6
COCCNC(=O)CS(=O)Cc1nc(-c2ccccc2C)oc1C (centres undefined)	-15	0	-6	.	1	-0.2	0	5.2
CCc1cc(=O)oc2cc(C)cc(OCC(=O)NCCCN3CCOCC3)c12	-13	-1	2	.	-7	0.4	-3	2.4
CN1CCN(c2cccc3c2S(=O)(=O)N[C@@H](Cc2ccccc2)CO3)CC1	-2	-10	-1	0.2	.	0.0	7	-1.9
CC(=O)N(C)C[C@@H]1Oc2cc(-c3ccccc3C)ccc2S(=O)(=O)N([C@H](C)CO)C[C@@H]1C	16	0	-5	-0.2	-8	-1.9	19	-0.9
C[C@@H]1CN([C@H](C)CO)C(=O)c2cccc(NS(=O)(=O)c3cccs3)c2O[C@H]1CN(C)Cc1ccc(-c2ccccc2)cc1	14	0	4	1.0	-7	-0.1	-14	-2.2
COc1ccc(-c2nn(-c3ccccc3)cc2CN2CCCO2)c(F)c1	-16	-11	4	3.6	-20	-0.1	-6	-3.2
Cc1ccc(C(=O)CNc2ccccc2)cc1	-21	0	-2	0.2	-4	0.1	-12	-0.4
Cc1cccc(/N=C/c2nc(-c3ccccc3Br)oc2O)n1	-26	8	-6	1.9	-6	0.0	5	2.0
C[C@H](CO)N1C[C@H](C)[C@@H](CN(C)S(C)(=O)=O)OCc2cn(nn2)CCCC1=O	9&-4	1&2	-6&14	0.1	-3	0.4&-0.2	3&-7	-2.1&0.2
Cc1ccc2c(=O)c(C(=O)c3ccc(F)cc3)cn(CC(=O)NCc3ccco3)c2n1	-42	26	18	.	-8	0.0	1	-4.4
N#Cc1ccccc1NC(=O)CSC1=Nc2ccccc2C2CC=NN12 (centres undefined)	-30	2	.	.	-2	0.0	0	-1.3
CCCCN(C(C)=O)c1c(CC)nc2ccc(C(=O)NCc3cccs3)cn12	-10	-1	7	0.1	-1	0.2	5	1.0
Cc1ccc(NC(=S)/N=C(\N)Nc2nc(C)c3cc(C)ccc3n2)c(C)c1	-18	-1	14	.	5	0.6	-5	.
CNC[C@@H]1Oc2c(NS(C)(=O)=O)cccc2C(=O)N([C@H](C)CO)C[C@H]1C	-1	1	-6	8.4	-7	0.5	10	-0.7
CCCN(C)C[C@@H]1Oc2cc(C3=CCCCC3)ccc2S(=O)(=O)N([C@@H](C)CO)C[C@@H]1C	31	1	-3	-0.3	3	-0.8	3	-1.5
COCc1nnc(NC(=O)COc2ccc3c(c2)OCO3)s1	-21	-3	2	0.1	-8	0.1	1	-0.8
N=C1C(c2ccccc2)=C(O)CN1c1ccccc1	1	-1	-2	.	-7	0.0	4	2.3
COc1ccc(C2=C(c3ccccc3)OC(OC)c3cc(F)ccc32)cn1 (centres undefined)	-10	0	-6	0.2	.	?	-11	-4.1
CN(C)C(=O)c1ccc(-c2ccc([C@H]3[C@@H](CO)N4CCCCN(C(=O)C5CC5)C[C@@H]34)cc2)cc1	-5	5	-10	0.4	-1	0.4	11	2.8
Cc1ccc(-c2nc(CN(Cc3cnn(C)c3)C(C)C)c(C)o2)o1	-4	4	-5	0.1	.	-0.1	-15	-4.9
CC1(C)OC(=O)C(=NNc2ccccc2[N+](=O)[O-])C(=O)O1	-6	-4	8	-0.4	-12	-0.2	-18	-0.4
CCOC(=O)Cc1csc(NS(=O)(=O)c2ccc(Br)cc2)n1	-26	2	1	.	.	0.0	-4	1.3
CCCNC(=O)[C@@H]1N[C@@H]2c3ccc(C4=CCCCC4)c(=O)n3C[C@@H]2[C@H]1CO	0	1	-1	-0.1	5	0.0	-8	0.2
C[C@H]1CCCCO[C@@H](CN(C)S(=O)(=O)c2ccccc2)[C@@H](C)CN([C@@H](C)CO)C(=O)c2cc(N(C)C)ccc2O1	1	1	?	0.1	3	0.0	-11	1.4
C[C@@H]1CN([C@@H](C)CO)C(=O)c2cc(NC(=O)Nc3cccc4ccccc34)ccc2O[C@@H](C)CCCCO[C@H]1CN(C)Cc1ccc(C(=O)O)cc1	10	0	-1	-0.1	-8	-0.7	-7	0.5
O=C([C@@H]1[C@@H](CO)[C@@H]2Cn3c(ccc(-c4ccncc4)c3=O)[C@@H]2N1CCC(F)(F)F)N1CCCCC1	-22	-4	5	-0.1	-2	0.2	8	1.4
O=C(NCc1cccs1)c1cc2c(s1)CS(=O)(=O)C2	-2	0	0	.	.	.	17	-3.7
Cc1ccc(Cc2nnc(SCC(=O)Nc3ccc(C)cc3C)[nH]c2=O)cc1	-1	-1	12	.	-8	0.2	11	-3.4
CN1CCN(C(=O)C[C@H]2C[C@@H]3c4cc(NC(=O)NC5CCCC5)ccc4O[C@@H]3[C@@H](CO)O2)CC1	1	0	7	0.0	9	0.1	18	2.4
O=C(Cc1cccs1)N1CCN(S(=O)(=O)c2ccc(F)c(F)c2)CC1	-8	-3	0	5.8	-12	-0.1	.	-2.1
CC(=O)Nc1cccc(CNCc2cccc(NC(C)=O)c2)c1	-45	5	-2	0.1	.	0.2	-3	-3.7
Cc1cc(OCC(=O)N(Cc2ccco2)C2CCS(=O)(=O)C2)ccc1Cl (centres undefined)	-12	0	-3	.	7	-0.1	-26	3.0
COc1ccc(CNC(=O)C(C)OC(=O)C23CC4CC(CC(O)(C4)C2)C3)cc1 (centres undefined)	-12	0	4	-1.1	.	-0.1	27	.
COc1cccc(/C=C/C(=O)Nc2ccc3c(c2)OCCO3)c1	-11	-3	-4	.	2	0.0	-6	-0.1
C[C@H](CO)N1C[C@H](C)[C@H](CN(C)C)OCc2ccccc2-c2ccccc2C1=O	3	-1	5	-0.4	-5	-1.1	-4	-1.6
O=C(C[C@H]1CC[C@H]2[C@@H](COC[C@@H](O)CN2Cc2cccc(-c3ccncc3)c2)O1)N1CCCCC1	5	1	5	0.1	-4	-0.1	-2	3.5

Single records, from the list above. Values in the order: RAD52 inh	CASP6 VEID inh	DENV2 CPE rescue	E-sel inducer	RAD54 branch	Xi reactivation	INS-1E GSIS act	CFTR F508del cor
CC(=O)Nc1cccc(CNCc2cccc(NC(C)=O)c2)c1 is listed with -45	5	-2	0.1	.	0.2	-3	-3.7
O=C(Cc1cccs1)N1CCN(S(=O)(=O)c2ccc(F)c(F)c2)CC1 is listed with -8	-3	0	5.8	-12	-0.1	.	-2.1

The listing continues:
SMILES	RAD52 inh	CASP6 VEID inh	DENV2 CPE rescue	E-sel inducer	RAD54 branch	Xi reactivation	INS-1E GSIS act	CFTR F508del cor
COc1cc(SC)ccc1C(=O)Nc1c(C)cccc1C	-2	-4	4	.	.	0.1	10	-1.8
CCCNC(=S)Nc1ccc(Cl)cc1Cl	-10	0	-3	.	.	0.2	15	.
Cc1nn(C)cc1NC(=O)c1cc2nc(-c3ccco3)cc(C(F)(F)F)n2n1	-7	-2	?	0.1	-7	0.0	-1	-2.8
Cc1cccc(N2CCN(S(=O)(=O)c3ccc4c(c3)NC(=O)CS4)CC2)c1C	-7	-1	1	.	10	-0.1	8	2.5
COc1ccccc1CN1CCNC(=O)C1CC(=O)NCCC1=CCCCC1 (centres undefined)	-51	-4	0	0.4	-7	-0.1	4	3.2
CCc1ccccc1N1CC23C=CC(O2)C(C(=O)OC)C3C1=O (centres undefined)	-10	-2	-1	0.1	5	0.3	16	-7.0
C[C@@H]1CN([C@H](C)CO)C(=O)c2cc(-c3cccc(C(=O)N(C)C)c3)cnc2O[C@@H]1CN(C)CC1CC1	-6	-5	-13	.	6	0.4	16	-1.0
C[C@H]1CN([C@@H](C)CO)C(=O)c2cc(/C=C/c3ccccc3)cnc2O[C@@H]1CN(C)C(=O)c1cccnc1	-6	2	12	0.3	-2	0.1	-22	-3.7
Cc1ccc(-c2cc(NC(=O)c3ccccc3)on2)cc1	-5	-2	-2	0.0	-3	0.0	6	-1.2
Cn1c(=O)c2c(ncn2CC(O)CO)n(C)c1=O (centres undefined)	-4	11	19	-0.4	-11	0.5	4	-2.9
COc1ccc(NC(=O)COC(=O)CN2C(=O)C3CCCCC3C2=O)cc1OC (centres undefined)	-2	4	-6	-1.0	1	-0.1	1	1.8
CCOC(=O)c1c(S(=O)(=O)NCC(=O)NCc2ccc(C)cc2)c(C)n(C)c1C	-9	0	0	.	-3	0.4	.	-3.0
CN1C(=O)c2cc(NC(=O)c3ccc(F)cc3)ccc2OC[C@@H]2O[C@@H](CC(=O)NCC3CC3)CC[C@@H]21	4	1	-18	0.2	10	0.1	-6	0.3
CN(C)CC(=O)Nc1ccc2c(c1)[C@@H]1C[C@H](CC(=O)NCc3cccnc3)O[C@@H](CO)[C@@H]1O2	3	2	0	-0.4	-7	0.2	7	1.1
O=c1oc(=S)oc2c1[C@H](c1ccc(Cl)cc1)O[C@H](C1CC1)C2	9	-2	-3	-0.2	.	-0.1	6	2.3
NC(=O)N/N=C1\c2ccccc2-c2c(C(N)=O)cccc21	-6	-1	-4	0.1	-10	0.0	15	4.8

Compound activity: PubChem BioAssay, Broad Institute
